TNAP activation fold – human TNAP enzyme activators, primary screen, biochemical, luminescent, no phosphate acceptor, uHTS (AID 1001); one-dose activation fold at 20 µM; EC50 in µM for titrated hits; Alkaline phosphatase, tissue-nonspecific isozyme (Homo sapiens); 200,000 compounds, 0.03% hits; purified TNAP, luminescent activation assay, no phosphate acceptor; higher activation fold means a stronger effect; in the data active = activation fold from about 3, or a potency from the dose series; inactive = the rest, 99 in 100 with activation fold below about 1.6; note: many of its hits are not listed in these tables
NTR1 ag – agonists of NTR1, primary screen, imaging, U2OS cells, beta-arrestin-GFP, high content (AID 493036); 330,000 compounds, 0.17% hits; activation, % at 20 µM; NTR1-U2OS beta-arrestin-GFP spot imaging, agonist mode;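 active = activation at or above 40% of the spot to cytoplasm intensity ratio, with at least 20 cells analyzed; inconclusive = wells under 20 cells, flagged as cytotoxic or low count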;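 note: 0% = DMSO without peptide and 100% = 100 nM NTR1 peptide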
Target sequence (P30989 whole entry, looked up): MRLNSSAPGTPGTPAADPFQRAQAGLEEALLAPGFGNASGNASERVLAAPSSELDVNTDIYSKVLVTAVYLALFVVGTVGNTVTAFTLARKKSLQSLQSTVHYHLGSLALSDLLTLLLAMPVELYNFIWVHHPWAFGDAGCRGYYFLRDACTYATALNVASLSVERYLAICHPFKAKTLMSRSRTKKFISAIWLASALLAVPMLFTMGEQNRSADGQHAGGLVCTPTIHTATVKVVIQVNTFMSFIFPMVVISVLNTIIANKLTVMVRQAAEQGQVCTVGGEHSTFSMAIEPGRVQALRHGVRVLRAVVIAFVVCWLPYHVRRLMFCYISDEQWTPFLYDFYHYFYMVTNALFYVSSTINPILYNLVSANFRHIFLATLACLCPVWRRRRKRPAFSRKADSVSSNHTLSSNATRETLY
K1F lysis inhibition – inhibition of K1F phage lysis, E. coli UTI89, bacterial capsule biogenesis inhibitors, alamar blue (AID 488966). E. coli UTI89 K1F phage lysis, alamar blue, 2 h; higher % means a stronger effect. inhibition, % at 100 µM; hits with a dose series show IC50 in µM. 340,000 compounds, 0.02% hits;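 active = phage lysis inhibition, versus mean bacterial control, above a set limit; inconclusive = no clear call, values can overlap the other calls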;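 note: capsule biogenesis inhibitors block K1F phage lysis so surviving cells raise fluorescence; higher fluorescence means more inhibition of phage lysis; actives were called in the ten point dose series up to 300 µM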
MgcRacGAP inhibition – MgcRacGAP GTPase-activating activity inhibitors, confirmation, biochemical, ADP Hunter fluorescence. 340,000 compounds, 0.6% hits. Rac GTPase-activating protein 1 (Homo sapiens). inhibition, % at 30 µM, or IC50 in µM where a hit was titrated. AID 624330, 2012. MgcRacGAP-stimulated Rac1 GTP hydrolysis, ADP Hunter fluorescence; higher % means a stronger effect; GST-tagged Rac1 F28L mutant substrate;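 active = first-screen hits whose inhibition reached a set limit at any dose in the follow-up dose series; inconclusive = inhibition above the set first-screen limit but never retested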;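 note: fluorescence reports GDP produced by GAP-driven GTP hydrolysis; strong numbers were not always called active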
Salmonella PhoP GFP – inhibitors of PhoP regulon expression, primary screen, Salmonella Typhimurium, GFP reporter (AID 1863) | S. Typhimurium PhoP-regulated promoter GFP reporter, 4 h; higher % means a stronger effect | one-dose inhibition, % at 50 µM; IC50 in µM for titrated hits | 300,000 compounds, 0.16% hits;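 active = inhibition over 29.93%, a cutoff 3 SD above the screen mean, later confirmed by dose response; inconclusive = inhibition over 29.93% but no dose response follow-up; inactive = inhibition at most 29.93% or unconfirmed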;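 note: 0% = low Mg2+ inducing control and 100% = high Mg2+ repressing control; strong numbers were not always called active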
RSV CPE inhibition – RSV antiviral activity via CPE protection, HEp-2 cells, primary 10 µM value included (AID 2391). HEp-2 cells, RSV-induced CPE inhibition; higher % means a stronger effect. one-dose CPE inhibition, % at 10 µM; IC50 in µM for titrated hits. 310,000 compounds, 0.13% hits; in the data active = a potency from the dose series; inconclusive = CPE inhibition mostly from about 23% at the one dose, without a potency; inactive = the rest, 99 in 100 with CPE inhibition below about 21%; note: strong numbers were not always called active
T cell HTS – modulators of CD8 T cell-vesicle binding, primary screen, mouse 2C CD8+ T cells, flow cytometry | 330,000 compounds, 0.068% hits | 2C CD8+ T cell-vesicle binding; stronger effect = lower value | AID 2052, 2009 | calls only at 7 µM;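 active = response, share of CD8 T cells binding vesicles, and their 90th percentile fluorescence all below set limits, cut at about 80% in these data, passing the limit was not always enough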
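System: murine 2C transgenic CD8+ T lymphocytes; also added: QL9-loaded Drosophila micro-vesicles; times: binding 1.5 h at 37 °C; measured by: flow cytometry, PE anti-B7-1 (FL2) versus Alexa647 anti-CD8 (FL8), PFA-fixed; control set: Peptide-free naked vesicles (low) and QL9 vesicles with 0.7% DMSO vehicle (high)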
Myeloid diff 2 – induction of myeloid progenitor differentiation, primary screen, cell-based, flow cytometry, MLPCN library. AID 624256, 2012. ER-HoxA9 myeloid progenitors, lysozyme-GFP differentiation. 360,000 compounds, 1% hits. calls only at 10 µM;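 active = normalized GFP-positive differentiation at or above the plate's own cutoff, the solvent-only control mean plus 3 SD; inconclusive = no clear call, values can overlap the other calls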;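 note: cells exposed to compound for four days before flow analysis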
SV40 large T antigen – SV40 large T antigen inhibitors, biochemical (AID 1903); SV40 large T antigen ATPase/helicase inhibition assay; higher % means a stronger effect; inhibition, % at 20 µM; hits with a dose series show IC50 in µM; 310,000 compounds, 0.39% hits; in the data active = a potency from the dose series; inconclusive = inhibition mostly from about 32% at the one dose, without a potency; inactive = the rest, 99 in 100 with inhibition below about 32%; note: strong numbers were not always called active
T cell HTS vesicle-bound % – recorded beside T cell HTS, whose call it bears; double positive events, %; measured here: CD8+ vesicle-bound cell fraction;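 binding gate set so that unloaded-vesicle control wells show 10% double positive cells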
NTR1 ag cell count 20 µM – recorded beside NTR1 ag, whose call it bears; cell count; measured here: cell count, cytotoxicity flag
Myeloid diff 2 GFP+ MAC1+ % – second read-out of Myeloid diff 2, no call of its own (marks repeat the call); GFP+ MAC1+ double positive, %; measured here: differentiation confirmed by MAC1 staining
Active calls of the source: *; i = inactive; u = inconclusive; x = not tested or not shown; [ ] = remark or other dose.

SMILES	TNAP activation fold	NTR1 ag	NTR1 ag cell count 20 µM	K1F lysis inhibition	MgcRacGAP inhibition	Salmonella PhoP GFP	RSV CPE inhibition	T cell HTS	T cell HTS vesicle-bound %	Myeloid diff 2	Myeloid diff 2 GFP+ MAC1+ %	SV40 large T antigen
Cc1nc2ccccc2c(=O)n1/N=C/c1cc(Br)ccc1O	x	3.8	73	0.2%	6%	3%	0.5%	i	32	i	1.0	-3%
O=C(O)/C=C/C(=O)NCCCc1ccccc1	1.1	0.5	31	0.2%	11%	-16%	-2.5%	i	2	i	0.9	7%
CCc1ccc2c(CN3CCc4cc(OC)c(OC)cc4C3)cc(=O)oc2c1	1.4	6.9	50	0.1%	7%	-5%	9.5%	i	41	i	0.3	-23%
COc1cccc(CNC(=O)CN2CCC(c3nc4ccc(C)cc4[nH]3)CC2)c1	1.2	0.0	31	0.7%	2%	5%	-1.0%	i	26	i	0.2	8%
COc1cc(SC)ccc1C(=O)Nc1ccccc1	1.1	-0.8	91	0.7%	-5%	3%	u	i	51	i	0.7	-2%
CCCCCN(C(=O)CCC(=O)OCC(=O)Nc1cccc(SC)c1)c1c(N)n(CCCC)c(=O)[nH]c1=O	x	0.0	56	-0.5%[50 µM]	-2%	10%	-2.4%	i	13	i	0.4	13%
COc1ccc(CC/C(=N\O)C2(O)CCCCC2)cc1	1.1	-0.8	69	1.1%	6%	7%	2.2%	i	16	i	0.8	20%
COc1ccccc1CCC(=O)N(C)C1CCCN(Cc2ccccc2F)C1 (centres undefined)	x	2.0	60	0.2%	6%	12%	0.0%	i	62	i	0.4	8%
COc1ccc2cc3c(N)nn(C(=O)Cc4c[nH]c5ccccc45)c3nc2c1	x	10	57	-0.1%	22%	x	-0.7%	i	38	i	0.4	x
Cc1cc(C)c(-n2nnnc2SCC(=O)c2cccs2)c(C)c1	x	6.4	43	9.7%	4%	-6%	3.0%	i	26	i	0.5	8%
O=C(COC(=O)/C=C/c1ccc(Cl)cc1)NC(=O)NCc1ccccc1	x	0.8	32	1.9%[50 µM]	3%	x	0.3%	i	3	i	0.7	x
CCc1ccc(-n2c(=O)c3ccccc3n(CC(=O)NCc3ccco3)c2=O)cc1	1.2	0.9	58	0.2%	1%	-2%	-0.3%	i	28	i	0.3	7%
C=CCN(c1ccc(C(=O)Nc2ccc(NC(C)=O)cc2)cc1)S(C)(=O)=O	1	-0.2	30	0.9%	3%	0%	-0.2%	i	29	i	0.0	2%
Cc1ccc(/C=N/n2c(-c3ccncc3)n[nH]c2=S)cc1	0.8	x	x	-1.7%	6%	-3%	x	x	x	i	0.1	23%
COc1ccc(Nc2ccc(N3C(=O)CC(C)C3=O)cc2[N+](=O)[O-])cn1 (centres undefined)	0.9	-2.6	55	0.2%	5%	3%	0.6%	i	34	i	0.6	12%
COC(=O)Cc1c(C)nc2nc(NCc3ccccc3OC)[nH]n2c1=O	1	1.2	38	-0.1%	6%	-1%	4.0%	i	47	i	1.7	4%
COc1ccc(-c2cc3cc(OC)c(OC)cc3cn2)cc1OC	x	0.6	45	-0.8%	13%	x	x	i	32	i	0.1	9%
CCCCN(C)CCN1C(=O)C2C(C(=O)Nc3ccc(Cl)cc3)C3C=CC2(O3)C1C(=O)NC1CCCCC1 (centres undefined)	x	-0.3	51	0.1%	8%	0%	1.5%	i	46	i	2.1	6%
COc1ccc(CCNC(=O)CSCc2ccc(F)cc2)cc1OC	1.1	2.3	52	0.8%	7%	-6%	1.7%	i	34	i	0.3	10%
CCc1nnc(N2C(=O)c3ccccc3C2(O)c2ccccc2)s1 (centres undefined)	x	2.3	51	0.1%	-2%	-4%	0.1%	i	48	i	0.1	19%
CN(C)CCCNc1c2ccccc2nc2ccccc12	x	2.5	64	1.7%	u	-38%	-0.9%	i	11	x	x	-2%
COc1ccc(Cl)cc1C(=O)CSc1nnnn1C	1.1	0.9	37	-0.4%	3%	-2%	0.9%	i	34	i	3.0	25%
CC(C)CN1CCN(Cc2nc(C(C)C)cs2)CC1CCO (centres undefined)	1.1	-0.7	72	0.8%	0%	-8%	-1.5%	i	38	i	0.6	2%
O=C(Nc1ccc(N2CCN(C(=O)c3ccccc3)CC2)cc1)c1ccc([N+](=O)[O-])o1	1	x	x	0.1%	10%	-3%	x	x	x	u	x	1%
Cn1nnnc1SCC(=O)Nc1sccc1C(N)=O	x	-0.1	75	0.4%	7%	x	x	i	47	i	0.5	x
Cc1c(C(=O)O)sc(=S)n1-c1ccccc1	1.1	-3.0	59	0.4%	-4%	-12%	0.9%	i	53	i	0.8	7%
CC(C)(C)c1cnnn1-c1ccc(NC(=O)c2ccc3c(c2)OCO3)cc1	1.1	3.3	61	4.1%	7%	4%	6.4%	i	29	i	0.4	20%
Cc1cnn(C(=S)NCCc2ccccc2)c1	1	0.6	84	-0.6%	-1%	0%	2.3%	i	60	i	0.6	13%
COc1ccc(-c2[nH]ncc2C=O)cc1OC	1	-2.3	54	0.0%	14%	5%	-0.1%	i	50	i	0.2	7%
O=C(CCSc1ccccc1)N1CCN(C(=O)c2ccco2)CC1	1.1	-0.6	52	-0.8%	-1%	-2%	0.5%	i	49	i	13	13%
O=S(=O)(c1cccc(C(F)(F)F)c1)N1CCCC1c1cccnc1 (centres undefined)	x	0.6	37	-0.4%	-4%	-11%	0.3%	i	38	i	0.7	12%
COc1ccccc1NS(=O)(=O)c1cc(NC(=O)C2=NNC(=O)CC2)ccc1C	x	6.0	48	0.6%[50 µM]	2%	x	1.0%	i	39	i	0.5	x
CC(Sc1nncn1-c1ccccc1)C(=O)Nc1cccc([N+](=O)[O-])c1 (centres undefined)	1.1	-1.6	52	2.0%	-10%	15%	2.4%	i	31	i	0.5	-12%
CCCN(CCC)C(C)C(=O)NCC1(c2ccccc2)CCCC1 (centres undefined)	1.1	5.2	53	0.8%	4%	11%	-1.3%	i	41	i	0.4	5%
O=C1CC(N2CCSCC2)C(=O)N1c1cccc(Br)c1 (centres undefined)	1.1	-1.1	34	0.3%	-3%	-1%	1.2%	i	42	i	0.2	11%
Cc1nc([N+](=O)[O-])cn1Cc1cccc([N+](=O)[O-])c1	1.1	1.2	44	-1.0%	7%	-3%	0.8%	i	48	i	0.4	25%
O=c1cc2c(nn1Cc1ccccc1)-c1ccccc1CC2	1.1	8.0	63	4.2%	-28%	4%	3.1%	i	46	i	0.7	-6%
Cc1ccc(CNC(=O)CN(c2cccc([N+](=O)[O-])c2)S(=O)(=O)c2ccccc2)cc1	1.1	7.3	48	7.8%	5%	-1%	3.6%	i	52	i	0.9	10%
O=C(/C=C/Nc1ccccc1F)c1ccc(Br)cc1	1	x	x	1.4%[50 µM]	11%	-4%	0.4%	i	34	i	0.8	5%
CCCCC(=O)NNC(=S)NC(=O)c1ccc([N+](=O)[O-])cc1	2.4	2.4	28	-0.5%	18%	7%	-1.8%	i	28	i	0.5	8%
CCC(C)NC(=O)CO/N=C/c1ccccc1OC(F)F (centres undefined)	1.1	0.3	46	9.4%	6%	2%	0.7%	i	40	i	0.6	6%
Clc1ccc(OCCCN2CCCCC2)c(Br)c1	1.1	-0.5	47	1.7%[50 µM]	28%	13%	0.1%	i	48	i	0.3	21%
O=C(Nc1ccccc1)Nc1ccc2ncoc2c1	1.1	0.2	49	0.4%	4%	-10%	-2.0%	i	43	i	0.3	7%
O=C(CN1CCN(c2ccc(F)cc2)CC1)Nc1ccccc1Br	x	3.6	79	0.0%	15%	3%	1.4%	i	57	i	0.3	1%
N#CC1=C(S)N(c2ccccc2)C(c2ccc(-c3ccccc3Cl)o2)NC1=O (centres undefined)	1.1	1.5	53	-17%	100µM*	36%	18%	i	42	i	0.8	-52%
COCc1cc(CN2CCN(Cc3ccsc3)C(CCO)C2)ccc1OC (centres undefined)	1.1	-2.0	70	0.3%	7%	-5%	0.2%	i	57	i	0.1	9%
CN(c1ccc([N+](=O)[O-])cc1/C=N/NC(=O)COc1ccccc1)C1CCCCC1	1.2	7.6	77	0.5%	8%	-12%	4.8%	i	5	i	0.7	4%
COc1ccc(C(=O)Nc2cccc(/C(C)=N\NC(=O)c3ccoc3C)c2)cc1OC	x	2.3	63	-0.2%[50 µM]	13%	x	x	x	x	i	0.6	x
OC(COCc1ccc(Cl)cc1)CN1CCc2ccccc2C1 (centres undefined)	1.2	-1.0	40	7.0%	6%	10%	1.2%	i	50	i	0.5	9%
C(=C\c1ccccc1)/C=N/N1CCN(c2ccccn2)CC1	1.1	-0.2	53	0.1%	8%	2%	4.9%	i	48	i	0.6	-7%
O=C(O)CN1C(=O)C(=O)N(Cc2ccc(Cl)cc2Cl)C1=O	x	0.3	96	0.0%	10%	0%	4.2%	i	26	i	0.3	8%
Cc1ccccc1Nc1nc(N)nc(COC(=O)c2cccn2C)n1	1	-1.3	83	-1.0%	0%	1%	4.7%	i	32	i	1.6	5%
CC(=O)NC1(C(F)(F)F)N=C(c2ccccc2)NC1=O (centres undefined)	1.1	2.0	48	2.3%	3%	-3%	1.5%	i	33	i	0.8	3%
CNC(=S)N(CCO)Cc1cc2cc3c(cc2[nH]c1=O)OCO3	x	-0.3	60	0.2%	x	5%	0.3%	i	25	i	0.9	7%

Screening data: PubChem BioAssay, several laboratories
